Screening data (PubChem BioAssay)
Tau fibril FP: qHTS for Inhibitors of Tau Fibril Formation, Fluorescence Polarization; K18 P301L tau heparin fibrillization, Alexa594 FP, 6 h; Potency, µM (series often up to 57.7 µM), for the others: top-dose activity, negative = inhibition, hits mostly inhibitors; actives 0.39% (n = 280,000); AID 1468, 2008; also: % is scaled to controls: 0 for no effect and ±100 for the full control effect; nearly all actives have a fitted effect of over 55% in size
Target sequence (P10636 561-689 P618L limits assumed): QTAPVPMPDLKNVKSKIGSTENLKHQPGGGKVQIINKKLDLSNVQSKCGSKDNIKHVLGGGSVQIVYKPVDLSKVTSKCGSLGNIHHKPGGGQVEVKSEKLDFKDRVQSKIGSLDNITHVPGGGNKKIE
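Human tau K18 […] P301L fragment, 15 uM unlabeled plus 0.24 uM Alexa 594-labeled tau (final), with compound and 20 uM heparin in 100 mM sodium acetate pH 7; 6 hr at 37 C, then Alexa 594 FP read.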
GLA spleen mod: qHTS Assay for Inhibitors and Activators of Human alpha-Galactosidase From Spleen Homogenate | Alpha-galactosidase A (Homo sapiens), P06280 | human spleen homogenate, 4MU-alpha-Gal fluorescence, 40 min | Potency, µM (doses to about 80 µM), inactives show at the top dose activity change, negative = inhibition, usual class: inhibitors | actives 0.008% (n = 240,000);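 also: 0% = enzyme with vehicle and -100% = no enzyme basal signal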
Target sequence (P06280 32-429 limits assumed): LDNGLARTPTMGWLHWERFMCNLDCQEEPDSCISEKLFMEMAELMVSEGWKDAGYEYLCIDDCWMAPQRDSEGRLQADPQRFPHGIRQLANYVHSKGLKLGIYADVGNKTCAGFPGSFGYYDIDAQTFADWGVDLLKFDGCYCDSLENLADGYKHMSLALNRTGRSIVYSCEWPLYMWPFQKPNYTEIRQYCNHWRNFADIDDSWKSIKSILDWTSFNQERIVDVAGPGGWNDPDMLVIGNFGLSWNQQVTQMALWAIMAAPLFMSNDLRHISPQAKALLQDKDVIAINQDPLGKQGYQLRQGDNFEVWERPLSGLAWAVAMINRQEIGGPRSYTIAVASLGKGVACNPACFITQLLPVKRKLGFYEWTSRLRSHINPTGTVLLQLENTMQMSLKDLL
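Spleen homogenate 1 ug + cpd (titration) + 4-MU-alpha-D-galactopyranoside 1 mM; 37C 40 min; 50 mM citrate/phosphate pH 5.0, 0.01% Tween-20; stop pH 10; fluorescence 365/440; AC50 via Hill.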
GAA spleen mod: qHTS Assay for Inhibitors and Activators of Human alpha-Glucosidase From Spleen Homogenate; Lysosomal alpha-glucosidase (Homo sapiens), P10253; human spleen homogenate, 4-MU-alpha-glucoside fluorescence; Potency, µM (highest dose often 79.9 µM), for inactives: at the top dose activity change, negative = inhibition, actives largely listed as inhibitors; actives 0.006% (n = 240,000); AID 2112, 2009;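 also: 0% = enzyme with vehicle and -100% = no enzyme basal signal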
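Human spleen homogenate (1 ug) with 4-methylumbelliferyl-alpha-D-glucopyranoside (1 mM final) in 50 mM citrate/phosphate pH 5.0, 0.01% Tween-20; 40 min at 37 C. Stopped at pH 10; 4-MU fluorescence Ex 365/Em 440 nm; AC50 by Hill fit.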
GAA inhib: qHTS Assay for Inhibitors of Human alpha-Glucosidase as a Potential Chaperone Treatment of Pompe Disease. actives 0.005% (n = 200,000). AID 1466, 2008. Potency, µM (titrated, usually from 76.9 µM), for inactives: top-dose activity change, negative = inhibition, usual class: inhibitors. purified human GAA, 4-MU-alpha-glucoside fluorescence;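 also: plate controls were uninhibited enzyme wells for no effect and no-enzyme background for full effect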
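Human alpha-glucosidase, 4 nM, pre-mixed with test compounds before 400 uM 4-methylumbelliferyl substrate; 20 min room temperature at pH 5.0. Fluorescence read after pH 10 stop; AC50 values from Hill-equation fits.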
Tau fluor cs: Counterscreen qHTS for Inhibitors of Tau Fibril Formation, Fluorescence Polarization. tau K18 P301L Alexa594 fluorescence, heparin fibrillization. Potency, µM (doses to about 57.7 µM), inactives show at the top dose activity change, negative = decrease. actives 0.93% (n = 280,000); also: % is scaled to controls: 0 for no effect and ±100 for the full control effect; nearly all actives have a fitted effect of over 55% in size
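Human tau K18 P301L (15 uM unlabeled, 0.24 uM Alexa 594-labeled) in 100 mM sodium acetate pH 7 with 20 uM heparin, 6 hr at 37 C. ThT 30 uM added, 1 hr ambient; Alexa 594 FP and total fluorescence read at 555/632 nm.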
HTT cytoprotect: qHTS Multiplex Assay to Identify Dual Action Probes in a Cell Model of Huntington: Cytoprotection (ATP); PC12 HTT-Q103 induced, cytoprotection, ATP luminescence, 40 h; Potency, µM (top dose mostly 56.4 µM), without a hit: cytoprotection (ATP increase), usual class: activators; actives 0.14% (n = 230,000);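 also: % of control where 0% means no effect; nearly all actives have a fitted effect of over 45% in size; toxic huntingtin expression switched on by the ecdysone agonist tebufenozide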
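Stable PC12 Q103-GFP cells in serum-supplemented, phenol red-free DMEM; induction by tebufenozide at 100 nM final; compound dose series; cell viability quantified luminescently from ATP.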
Tau fibril ThT: qHTS for Inhibitors of Tau Fibril Formation, Thioflavin T Binding. recombinant tau K18 P301L (four-repeat tau fragment), heparin-induced fibrillization, ThT fluorescence. Potency, µM (series often up to 57.4 µM), without a hit: top-dose activity, negative = inhibition, hits mostly inhibitors. actives 2.1% (n = 270,000). AID 1460, 2008; also: % is scaled to controls: 0 for no effect and ±100 for the full control effect; nearly all actives have a fitted effect of over 55% in size
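In this qHTS, human K18 P301L tau is incubated with compound and heparin for 6 hr at 37 C, and Thioflavin T fluorescence then reports fibril load.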
GAA glycogen: qHTS Assay for Inhibitors and Activators of Human alpha-Glucosidase Cleavage of Glycogen; actives 0.38% (n = 300,000); Potency, µM (doses to about 76.4 µM), for inactives: at the highest dose activity change, negative = inhibition, hits mostly inhibitors; Lysosomal alpha-glucosidase (Homo sapiens), P10253; recombinant GAA, glycogen substrate, Amplex Red glucose oxidase fluorescence;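 also: 0% = full enzyme reaction and -100% = no-enzyme basal signal; the screen sought inhibitors and activators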
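Natural-substrate format: glycogen cleavage by 4 nM human enzyme, glucose read by Amplex Red coupling (Ex 573, Em 610 nm). Normalized to enzyme and no-enzyme controls.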
An asterisk follows results filed as active; ? = inconclusive; nt = no result given; [ ] = remark or other dose. Calls follow the shape of the dose curve; as a rule, active = well fitted curve in the direction sought with a large enough effect; inconclusive = small, poorly fitted or top-dose-only effect, or another doubt; inactive = no such curve, though single readings can be large; an effect the other way counts as inactive or inconclusive. Potency is read from the fitted curve at half-maximal effect.

SMILES | Tau fibril FP | GLA spleen mod | GAA spleen mod | GAA inhib | Tau fluor cs | HTT cytoprotect | Tau fibril ThT | GAA glycogen
CCc1ccc(C2NC(=S)NC3=C2C(=O)CCC3)cc1 (stereo not drawn) | 4% | -1% | -8% | 1% | -2% | 29%[10 µM] | -2% | -2%
CC(C)NC(=O)COc1ccccc1C#N | 11% | -6% | -1% | 0% | 2% | 13% | 2% | -6%
Cc1ccc(S(=O)(=O)NCC(=O)N(c2ccccc2)C(C(=O)NCc2ccccc2)c2ccco2)cc1 (stereo not drawn) | 1% | 1% | -3% | -6% | -3% | 0%[10 µM] | -9% | -1%
Cc1cccc(Nc2nnc(SCC3CCCCO3)s2)c1C (stereo not drawn) | 0% | -4% | -9% | -9% | 1% | -16%[10 µM] | 4% | -3%
O=S(=O)(/N=C(/c1ccccc1Cl)N1CCOCC1)c1ccccc1 | -1% | -2% | -5% | 1% | 1% | 7% | 1% | 2%
CCCCNCc1cc(OC)c(OCC(N)=O)cc1Br | 2% | -6% | 0% | -2% | 5% | 7%[10 µM] | 8% | -3%
CCOc1ccccc1NC(=O)CC1NCCNC1=O (stereo not drawn) | -3% | 0% | -8% | 1% | 3% | -13% | -2% | 1%
O=S(=O)(c1ccccc1)c1nc(-c2ccco2)oc1NCCCN1CCOCC1 | 3% | 17% | 11% | 1% | -6% | 12%[10 µM] | -9% | -28%
CCOC(=O)N1CCN(C(=O)CS(=O)(=O)c2cn(Cc3ccccc3C)c3ccccc23)CC1 | -6% | ? | 1% | -4% | 0% | 21%[10 µM] | -3% | 1%
CSCCCNC(=O)c1ccccc1OC1CCN(S(C)(=O)=O)CC1 | 5% | 9% | -5% | 7% | -1% | -22%[10 µM] | 0% | 1%
CCCn1cc(S(=O)(=O)c2ccccc2)c(=O)c2cc(F)c(N3CCCCC3)cc21 | 5% | nt | nt | nt | 2% | nt | -2% | 10%[76.3 µM]
CCN(CC)c1ccc(S(=O)(=O)N2CCOCC2)cc1NS(C)(=O)=O | 1% | -2% | -6% | 3% | -1% | -32%[inhibitor] | -1% | ?
CCCNC(=O)CC1C(=O)N(Cc2ccccc2)C(C)c2nc3ccccc3n21 (stereo not drawn) | 9% | -7% | -4% | -8% | -2% | 16% | 4% | 5%
Cc1ccc(Nc2c(-c3ccccn3)nc3ccc(Br)cn23)cc1 | 0% | nt | nt | nt | -9% | nt | 4% | -24%[76.3 µM]
CCOC(=O)C1CCN(C(=O)c2sc3nc(C)nc(N4CCC(C)CC4)c3c2C)CC1 | -2% | -3% | -3% | -2% | 0% | 11%[10 µM] | -11% | -1%
O=C(NC(=S)Nc1ccc(S(=O)(=O)Nc2nccs2)cc1)c1ccccc1 | 7% | 5% | -4% | -2% | 2% | -22%[10 µM] | 6% | -1%
COc1ccc(Br)cc1S(=O)(=O)Nc1ncccc1C | 4% | 17% | 2% | 7% | 5% | -5%[10 µM] | 7% | 4%
O=C1CCC(C(=O)Nc2ccc(OC(F)F)cc2)N1 (stereo not drawn) | 6% | 11% | 8% | 1% | 0% | -22% | -1% | -2%
CCCNC(=O)Nc1nc2ccccc2s1 | -6% | -1% | 1% | nt | -6% | -20%[10 µM] | -4% | 3%
COc1cc(CCN2C(=O)c3cccc4cccc(c34)C2=O)c(S(=O)(=O)N2CCC(C)CC2)cc1OC | -11% | -10% | -2% | 4% | -29% | -14%[10 µM] | -13% | 9%

The final four entries of the part above lead into the next.
SMILES | Tau fibril FP | GLA spleen mod | GAA spleen mod | GAA inhib | Tau fluor cs | HTT cytoprotect | Tau fibril ThT | GAA glycogen
COc1ccc(Br)cc1S(=O)(=O)Nc1ncccc1C | 4% | 17% | 2% | 7% | 5% | -5%[10 µM] | 7% | 4%
O=C1CCC(C(=O)Nc2ccc(OC(F)F)cc2)N1 (stereo not drawn) | 6% | 11% | 8% | 1% | 0% | -22% | -1% | -2%
CCCNC(=O)Nc1nc2ccccc2s1 | -6% | -1% | 1% | nt | -6% | -20%[10 µM] | -4% | 3%
COc1cc(CCN2C(=O)c3cccc4cccc(c34)C2=O)c(S(=O)(=O)N2CCC(C)CC2)cc1OC | -11% | -10% | -2% | 4% | -29% | -14%[10 µM] | -13% | 9%
CCCCN1C(=O)c2[nH]nc(-c3ccccc3O)c2C1c1cccc(OCc2ccccc2)c1 (stereo not drawn) | ? | nt | nt | nt | ? | nt | -3% | -8%[76.3 µM]
Fc1ccc(COc2ccc3ccccc3c2CNc2nn[nH]n2)cc1 | -7% | 3% | 4% | -5% | 7% | -83%[inhibitor] | -4% | 5%
Cc1cccc(NC(=O)N2CCC(CN3CCc4ccccc4C3)CC2)c1C | -2% | nt | nt | nt | 3% | nt | 2% | 9%[76.3 µM]
Cc1cccc(CSc2nnc(CCNC(=O)OC(C)(C)C)o2)c1 | -1% | 0% | -1% | nt | -4% | -17%[10 µM] | -4% | 1%
Cc1ccc(NC(=S)N/N=C2\CCCCC2C)cc1 (stereo not drawn) | 3% | 0% | 1% | 13% | -21% | ? | ? | ?
Cc1nn(CCC(=O)NNC(=S)Nc2ccc(Cl)cc2)c(C)c1[N+](=O)[O-] | -4% | 3% | -1% | ? | -10% | 6%[10 µM] | -10% | ?
COc1ccccc1NC(=S)NNC(=O)c1cc(C)nn1C | 6% | -14% | -10% | -6% | -8% | -4% | -20% | ?
COc1ccc(CCNC(=O)c2ccc(CNS(=O)(=O)c3cc(C)ccc3C)cc2)cc1OC | 11% | 0% | 7% | -9% | -20% | -22% | ? | 5%
COc1ccc(S(=O)(=O)NC(CC(=O)NCC2CCCO2)c2ccco2)cc1 (stereo not drawn) | 8% | 3% | -4% | 5% | -5% | -15%[10 µM] | -5% | 5%
O=C(COC(=O)CCc1nc2ccccc2s1)Nc1cccc(S(=O)(=O)N2CCOCC2)c1 | -14% | -12% | -13% | -2% | -24% | 3%[10 µM] | -3% | -2%
N#CCCN1CCN(C(CNS(=O)(=O)c2ccc(Cl)cc2)c2ccccc2)CC1 (stereo not drawn) | -2% | 5% | -16% | ? | -10% | -2% | -2% | -8%
Cc1cc(C)n(C(=O)c2c([N+](=O)[O-])c(C)nn2C)n1 | 12% | -24% | -23% | -3% | 4% | 17%[10 µM] | -1% | 1%
O=c1c(-c2ccc(O)cc2O)coc2cc(O)cc(O)c12 | 6% | 6% | 4% | nt | -14% | 28%[10 µM] | ? | ?
COCn1c(-c2ccc(OC)cc2)nc2ccccc21 | 5% | -5% | -3% | 0% | -10% | -29%[10 µM] | ? | -6%
CCOc1ccc(Oc2ccc(Cl)cc2N)cc1 | 3% | -2% | 5% | -1% | ? | 10%[10 µM] | ? | -9%
CC1=C(C#N)C(c2ccccc2)C2=C(N1)c1ccccc1C2=O (stereo not drawn) | -12% | 3% | 1% | 1% | 25µM*[quencher] | nt | 13µM* | -11%
CCOC(=O)CN1CC23C=CC(O2)C(C(=O)Nc2ccc(C(C)=O)cc2)C3C1=O (stereo not drawn) | 9% | 5% | -2% | 1% | 3% | -9%[10 µM] | -2% | 1%
COC(=O)/C=C1\NCCNC1=O | -1% | 1% | 3% | 0%[15.4 µM] | 3% | 14%[10 µM] | 2% | 1%
CCC1(C)Cc2ccccc2-c2nc(NCCCO)[nH]c(=O)c21 (stereo not drawn) | 0% | 17% | -1% | nt | -17% | -7%[10 µM] | -1% | 1%
Clc1cccc(C=NC=Nc2cccc(Cl)c2)c1 | ? | -2% | 8% | nt | -21% | -3% | -18% | nt
COc1ccc(-n2nc3c(c2NC(=O)C2CCCC2)CS(=O)C3)cc1 (stereo not drawn) | -8% | -1% | 2% | -5%[15.4 µM] | -3% | -12% | -9% | 4%
Cc1ccc(C(=O)NNC(=O)C2CCN(Cc3ccc(Cl)c(Cl)c3)CC2)cc1 | 0% | -4% | -5% | 1% | -6% | -2% | -1% | 5%
CC(C)OC(=O)CC12CN(C)CC(CC(=O)OC(C)C)(CN(C)C1)C2=O | 8% | 0% | -9% | -1% | 2% | -20% | -4% | 4%

Entries of single compounds, quoted from the list. Values in the order: Tau fibril FP, GLA spleen mod, GAA spleen mod, GAA inhib, Tau fluor cs, HTT cytoprotect, Tau fibril ThT, GAA glycogen
Listed for `Fc1ccc(COc2ccc3ccccc3c2CNc2nn[nH]n2)cc1` → -7%, 3%, 4%, -5%, 7%, -83%[inhibitor], -4%, 5%
Listed for `Cc1cccc(CSc2nnc(CCNC(=O)OC(C)(C)C)o2)c1` → -1%, 0%, -1%, nt, -4%, -17%[10 µM], -4%, 1%
Listed for `Cc1ccc(C(=O)NNC(=O)C2CCN(Cc3ccc(Cl)c(Cl)c3)CC2)cc1` → 0%, -4%, -5%, 1%, -6%, -2%, -1%, 5%
Listed for `COc1ccc(S(=O)(=O)NC(CC(=O)NCC2CCCO2)c2ccco2)cc1` (stereo not drawn) → 8%, 3%, -4%, 5%, -5%, -15%[10 µM], -5%, 5%

Reformatted: results already given.
Order of values – Tau fibril FP, GLA spleen mod, GAA spleen mod, GAA inhib, Tau fluor cs, HTT cytoprotect, Tau fibril ThT, GAA glycogen
Clc1cccc(C=NC=Nc2cccc(Cl)c2)c1
→ ?, -2%, 8%, nt, -21%, -3%, -18%, nt
COc1ccc(-n2nc3c(c2NC(=O)C2CCCC2)CS(=O)C3)cc1 (stereo not drawn)
→ -8%, -1%, 2%, -5%[15.4 µM], -3%, -12%, -9%, 4%

Hits appear at their usual frequency; 3.3% or so of the library scored in one or more.
